S100A4 MyoIIA: inhibitors of human S100A4 binding to myosin IIA peptide | S100A4/TAMRA-MyoIIA peptide fluorescence polarization | inhibition, % at 10.7 µM | 0.14% of 360,000 active | AID 652163;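 active = mean inhibition of at least 70% across replicates, with every replicate also reaching that level; inconclusive = mean inhibition reaches 70% but some replicates fall short; inactive = mean inhibition below 70%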
Target sequence (P26447 whole entry, looked up): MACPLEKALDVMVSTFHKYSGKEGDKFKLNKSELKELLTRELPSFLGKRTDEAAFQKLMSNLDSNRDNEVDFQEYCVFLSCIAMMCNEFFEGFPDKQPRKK
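incubation = readout 5 min after mixing, signal stable up to 60 min | system = S100A4 monomer protein | buffer or medium = HEPES pH 7.2 with CaCl2, KCl, NaCl, DTT, Triton | benchmarks = neutral control DMSO, positive control TFP | also added = fluorescent myosin IIA peptide, 5 nM | compound dosing = one concentration per compound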
LGR2 inh: Drosophila LGR2 receptor signaling inhibition. HEK293 LGR2, CRE-luciferase, bursicon-stimulated, 4 h. inhibition, % at 9.99 µM. 0.35% of 380,000 active;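 active = drop in luminescence signal, shown as inhibition above about 50% in the replicate tests, limit read from the data, passing the limit was not always enough; inconclusive = probably only some replicates passing the limit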;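 note: agonist challenge used bursicon conditioned medium at about half maximal strength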
FN deposit inh: fibronectin deposition inhibition | AH1F fibroblasts, Alexa488-fibronectin deposition fluorescence, overnight | 0.086% of 350,000 active | inhibition, % at 12.6 µM;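 active = mean inhibition across replicates of 30% or more, regardless of how many single replicates reach that level; inconclusive = mean under 30% yet at least half of replicates reach 30%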;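 note: positive control wells lacked labelled fibronectin entirely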
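test system = AH1F fibroblasts assembling fluorescent fibronectin matrix | quantity = 10000 AH1F cells per well | buffer or medium = DMEM plus 2% serum, read in PBS | doses = single dose, pinned | incubation = 1 h cell attachment, overnight exposure to compound and label | detection = fluorescence at 485 nm excitation, 525 nm emission | read-out basis = inhibition from reduced deposited-fibronectin fluorescence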
C2C12 statin: protects C2C12 myotubes from simvastatin toxicity. ATP luminescence, 48 h; scaled: DMSO 0, geranylgeraniol control 100. 0.78% of 330,000 active. rescue of ATP level, % at 7.49 µM;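 active = mean ATP rescue above about 67%, or every replicate alone reaching that limit, limit read from the data, passing the limit was not always enough; inconclusive = no clear call, values can overlap the other calls; inactive = mean under the limit and some replicate under it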;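 note: myotubes were challenged with 10 µM simvastatin during compound exposure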
CASP6 VEID inh: caspase-6 (human) enzyme inhibition; P55212; purified caspase-6, Z-VEID-R110 cleavage fluorescence; inhibition, % at 12.5 µM; AID 686996; 0.53% of 350,000 active;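 active = mean inhibition across replicates at least about 35%, with every replicate also reaching that limit, limit read from the data; inconclusive = only one of the two criteria met; inactive = neither criterion met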;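 note: 0% = median of neutral control wells and 100% = no fluorescence left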
Target sequence (P55212 24-179 limits assumed): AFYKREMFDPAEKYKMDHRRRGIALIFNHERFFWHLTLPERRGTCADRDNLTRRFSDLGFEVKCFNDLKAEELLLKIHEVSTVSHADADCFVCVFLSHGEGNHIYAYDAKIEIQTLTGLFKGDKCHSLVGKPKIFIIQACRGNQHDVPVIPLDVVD
Target sequence (P55212 194-293 limits assumed): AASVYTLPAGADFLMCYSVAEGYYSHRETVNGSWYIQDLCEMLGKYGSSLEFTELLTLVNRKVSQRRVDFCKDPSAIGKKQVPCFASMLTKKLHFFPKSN
SIRT5 inh: sirtuin-5 (human) deacylase inhibition; Q9NXA8; Purified SirT5, succinyl-peptide AMC, trypsin-coupled fluorescence; inhibition, % at 15 µM; 1.1% of 330,000 active; AID 652115; in the data active = inhibition above about 15%; inconclusive = no clear call, values can overlap the other calls
Target sequence (Q9NXA8 whole entry, looked up): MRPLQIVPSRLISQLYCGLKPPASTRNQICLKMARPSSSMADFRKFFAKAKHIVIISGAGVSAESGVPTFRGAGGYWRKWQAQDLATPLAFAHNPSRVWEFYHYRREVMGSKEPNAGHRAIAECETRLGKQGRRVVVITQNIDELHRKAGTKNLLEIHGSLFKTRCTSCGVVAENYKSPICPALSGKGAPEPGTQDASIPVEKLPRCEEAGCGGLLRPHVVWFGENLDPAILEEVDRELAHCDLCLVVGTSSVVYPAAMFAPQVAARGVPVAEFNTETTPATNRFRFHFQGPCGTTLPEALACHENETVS
esBAF inh: blocks esBAF chromatin remodeling in mouse ES cells; Bmi1-luciferase knock-in reporter, 24 h; 100% = twice the neutral-well signal; 2% of 350,000 active; reporter increase, % at 12.5 µM; in the data active = activation above about 40%; inconclusive = no clear call, values can overlap the other calls;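 note: 0% = median of the plate's neutral control wells and 100% = double that signal; a rise in the Bmi1 reporter signal indicates esBAF inhibition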
* marks the source's active call; other numbers are inactive results; ? = inconclusive; nt = not tested or not shown; & = joins results of further samples. This is a subset; rates above refer to the full screens.

Structure,FN deposit inh,esBAF inh,SIRT5 inh,LGR2 inh,C2C12 statin,CASP6 VEID inh,S100A4 MyoIIA
Cc1ccc(/C(=C\CN2CCCC2)c2ccccn2)cc1,-6,1&0,-2,-4,16,-6,4&-6
CN1CCN(CC(=O)N/N=C\c2c[nH]c3ccccc23)CC1,-3,nt,nt,-10,nt,-22,2
CCC(CC)n1[nH]c(=O)c2c(C)cc(C)nc21,15,-4,nt,nt,7,nt,nt
CCOc1cc(C(=O)Nc2ccc(C)cc2O)ccc1OCC(=O)N1CCOCC1,-1,nt,-7,6,nt,15,2
CC(C)CC#Cc1cnc2c(c1)C(=O)N([C@@H](C)CO)C[C@H](C)[C@@H](CN(C)C(=O)c1cccc(F)c1)O2,-9,-1,5,7,-3,-3,-3
NNC(=S)NC1CCS(=O)(=O)C1 (stereo not given),-5,nt,-3,-21,nt,-4,-5
COc1ccc(/C=C2\SC(=O)N(CCC(=O)N(C)C3CCS(=O)(=O)C3)C2=O)cc1 (stereo not given),10,35,-3,-18,4,-3,-20
COc1ccc(Br)cc1/C=N/n1c(COc2ccccc2)n[nH]c1=S,0,-4,-2,-2,15,0,5
Cc1ccccc1NC(=O)NNC(=O)OC(C)(C)C,0,-4,-7,5,10,-3,-5
CCOC(=O)C1CCCN(CC(O)COc2ccc(OC)cc2C(C)(C)C)C1 (stereo not given),3,4,nt,nt,-5,nt,nt
O=C1C2C3C=CC(C4CC34)C2C(=O)N1Cc1ccco1 (stereo not given),6,-7,-7,13,0,3,20
CCNC(=S)NNC(=O)c1cccn(Cc2ccc(Cl)cc2Cl)c1=O,-16,-6,-9,4,82*,4,-2
Cc1ccc(NC(=O)c2sc(Cl)nc2C)c(C)c1,5,1,nt,2,-6,nt,nt
Cn1cc([C@]2(O)C(=O)N(c3ccccc3)c3ccccc32)c2ccccc21,-5,nt,-4,5,nt,2,-3
COc1ccc(S(=O)(=O)NC(C)c2ccccc2)cc1C(=O)N1CCCCC1 (stereo not given),nt,nt,0,8,nt,-1,0
Cc1ccc(S(=O)(=O)NCCc2nnc3ccc(NCCCOC(C)C)nn23)cc1,4,nt,-2,-17,nt,-5,1
COc1ccc(CNS(=O)(=O)c2ccc3c(c2)CCN3C(=O)C2CCC2)cc1,-3,1,-1,-15,113*,0,1
CC(=O)N1CCc2cc(Br)cc(S(=O)(=O)CCC(=O)N3CCN(c4ccccn4)CC3)c21,-7,-2,8,13,1,-3,-7
COc1ccc(C(=O)O)cc1S(N)(=O)=O,12,-4,-3,-9,0,-3,2
CCNC(=O)C1CCCN(C(=O)c2cccc3ccccc23)CC1 (stereo not given),17,-1,-2,-9,-4,0,-3
COC(=O)c1ccc(S(=O)(=O)NCc2ccc(S(N)(=O)=O)cc2)n1C,0,nt,-4,6,nt,-4,0
FC(F)(F)c1ccc(-c2nnc(-c3ccccn3)c(-c3ccccn3)n2)nc1,0,-6,2,10,1,1,-2
Cc1ccc(S(=O)(=O)Nc2ccc3c(c2)C(=O)N([C@H](C)CO)C[C@@H](C)[C@@H](CN(C)C(=O)Nc2cccc4ccccc24)O3)cc1,-4,0,nt,-9&12,-1,0,-2
COc1cc(OC)c(S(=O)(=O)Nc2ccccc2N2CCOCC2)cc1NC(C)=O,-5,nt,-3,-4,nt,-1,15
COc1ccc(NS(=O)(=O)c2cccc(C(=O)NCC3CCCO3)c2)cc1 (stereo not given),nt,1,0,-40,-14,-3,-2

The listing continues.
Structure,FN deposit inh,esBAF inh,SIRT5 inh,LGR2 inh,C2C12 statin,CASP6 VEID inh,S100A4 MyoIIA
O=C(NCCCC1CCCC1)C1CCC(=O)N(Cc2ccccc2F)C1 (stereo not given),2,nt,-3,17,nt,-1,0
CC(C)c1cc(-c2n[nH]c(=S)n2Cc2ccccc2)cs1,nt,-3,nt,-7,7,nt,nt
COCCn1c(C)cc(C(=O)COC(=O)c2ccc(Cl)c(S(N)(=O)=O)c2)c1C,8,-11,0,37,0,-6,-4
N#Cc1ccc(C23OCCN2CCn2nc4ccccc4c23)cc1 (stereo not given),4,3,-1,7,-1,-5,-2
S=C(NCc1ccncc1)NC1CCCC1,nt,nt,-1,-15,nt,-2,0
CC(=O)Nc1cc(C(=O)NCCN2CCN(Cc3ccccc3)CC2)ccc1Sc1ccc(C)cc1,2,nt,-1,19,nt,-2,-25
Cc1ccc(S(=O)(=O)N[C@@H](C)C(=O)N2CCC(C(=O)N3CCC[C@H]3C(=O)O)CC2)cc1,3,-6,nt,nt,6,nt,-2
Cc1[nH]c(=S)c(C#N)c2c1CCCC2,4,nt,nt,12,nt,4,-1
O=C(CCN1C(=O)COc2ccccc21)NCCCN1CCN(c2ccc(F)cc2)CC1,-8,-8,nt,nt,-3,nt,nt
COc1ccc(NC(=O)N(C)C[C@H]2OCCCC[C@@H](C)Oc3ccc(NC(=O)CCCN(C)C)cc3C(=O)N([C@H](C)CO)C[C@H]2C)cc1,nt,3,-29,4,nt,-1,11
COCC(=O)N1[C@H](CO)[C@@H](c2ccccc2)C12CN(C(=O)c1cccnc1)C2,nt,nt,-1,-5,nt,1,-9
O=C(Cc1ccccc1)c1c[nH]c(C(=O)O)c1,-3,nt,-1,17,nt,1,-1
C[C@H](CO)N1C[C@H](C)[C@H](CN(C)C(=O)Nc2ccccc2)Oc2ccc(NC(=O)Nc3cccc4ccccc34)cc2C1=O,nt,-1,-2,-1,22,-2,-7
COc1ccc(OC)c(CCNC(=O)C2CCN(c3ncnc4c3nc3n4CCCCC3)CC2)c1,6,7,-2,8,5,-1,5
C[C@@H]1CN([C@@H](C)CO)S(=O)(=O)c2ccc(C#CC3(O)CCCC3)cc2O[C@H]1CN(C)C,2,-2,-1,-12,-6,3,-2
COc1cccc(/C=N/NC(=O)c2ccc(-n3cnnn3)cc2)c1,0,4,1,12,-14,1,-1
COc1cc(C(=O)OCC(=O)NC(=O)NCc2ccccc2)ccc1OC(F)F,-6,-9,1,-2,11,-1,0
COc1ccc(CN(C)C[C@@H]2Oc3c(NC(=O)Nc4cccc5ccccc45)cccc3C(=O)N([C@H](C)CO)C[C@@H]2C)cc1,nt,0,0,4,18,7,-2
CC(C)CCNC(=O)COc1ccc(C(=O)c2ccccc2)cc1,21,nt,13,14,nt,-2,-5
Cc1ccc(-c2nnc(-c3ccc(NC(=O)Cc4cccs4)cc3)o2)cc1,nt,17,-5,2,-32,2,-3
COc1ccc(-c2c3c(=O)n(C)c(=O)n(C)c3cn2-c2cccc(OC)c2)cc1,nt,5,2,-21,-21,nt,-3
CCCN(CCC)S(=O)(=O)c1ccc(NC(=O)c2cc(C(=O)OC)cc([N+](=O)[O-])c2)cc1,-9,2,nt,nt,-6,nt,nt
OCCC1CN(Cc2cn[nH]c2C2CCCCC2)CCN1C1CCCC1 (stereo not given),nt,-1,5,1,-1,-1,3
O=C1CN(S(=O)(=O)c2cccc(F)c2)C[C@H]2[C@@H](c3ccc(-c4ccc(F)cc4)cc3)[C@H](CO)N12,nt,nt,2,10,nt,2,7
COc1ccc(S(=O)(=O)Nc2ccc3c(c2)C(=O)N([C@H](C)CO)C[C@H](C)[C@H](CN(C)C(=O)Nc2ccc(F)cc2)O3)cc1,nt,-2,12,14,4,-4,10

Overlap with the part before: 3 entries; new compounds follow.
Structure,FN deposit inh,esBAF inh,SIRT5 inh,LGR2 inh,C2C12 statin,CASP6 VEID inh,S100A4 MyoIIA
OCCC1CN(Cc2cn[nH]c2C2CCCCC2)CCN1C1CCCC1 (stereo not given),nt,-1,5,1,-1,-1,3
O=C1CN(S(=O)(=O)c2cccc(F)c2)C[C@H]2[C@@H](c3ccc(-c4ccc(F)cc4)cc3)[C@H](CO)N12,nt,nt,2,10,nt,2,7
COc1ccc(S(=O)(=O)Nc2ccc3c(c2)C(=O)N([C@H](C)CO)C[C@H](C)[C@H](CN(C)C(=O)Nc2ccc(F)cc2)O3)cc1,nt,-2,12,14,4,-4,10
O=C(CCCSc1ccccc1)Nc1nc(-c2ccco2)c(-c2ccco2)s1,2,nt,-1,12,nt,5,8
CC(Sc1ccc(S(=O)(=O)N2CCOCC2)cn1)c1ccccc1Cl (stereo not given),5,4,-1,-7,4,-5,-5
Brc1ccccc1-n1nnc(-c2nccs2)n1,-4,?,nt,-15,5,-1,4
C=CCN(CC=C)S(=O)(=O)c1ccc(NC(=S)NC(=O)C2CC2)cc1,7,-8,-5,-10,-14,1,-1
C=CCc1ccc(OCC(O)CN2CCN(Cc3ccccc3)CC2)c(OC)c1 (stereo not given),0,-6,-5,-14,-7,-10,-1
COc1ccc(OC)c(N(CC(=O)Nc2cccnc2)S(=O)(=O)c2ccc(OC)c(OC)c2)c1,nt,0,nt,6,5,nt,nt
O=C(Oc1ccc(-c2csnn2)cc1)C1CC1,1,nt,4,3,nt,-2,1
CCn1c(CSc2nc3ccccc3[nH]2)n[nH]c1=S,nt,-2,-2,3,101*,2,-3
COC(=O)c1ccsc1NC(=O)CN1CCN(Cc2ccc3c(c2)OCO3)CC1,nt,-1,nt,23,25,nt,nt
COC(=O)c1cc(NC2c3ccccc3C(=O)N2CCN2CCOCC2)cc(C(=O)OC)c1 (stereo not given),-7,-7,-3,14,-6,0,12
CC=Cc1ccc2n(c1=O)C[C@H]1[C@H](CO)[C@@H](C(=O)N[C@@H](C)c3ccccc3)[C@@H]2N1CC (mixture of isomers),nt,3,-5,30,-3,0,-3
COc1ccc(N2CCN(CCCNC(=O)C(=O)c3c(C)n(C)c4ccccc34)CC2)cc1,3,1,-3,-6,10,-16,-3
CCC(=O)N1[C@H](CO)[C@H](c2ccc(-c3ccccc3)cc2)[C@H]1CN(CC)C(C)=O,nt,1,30*,10,14,-3,11
COc1cc(CN2CCCC(CO)(Cc3cccc(Cl)c3)C2)cc(OC)c1O (stereo not given),3,5,0,3,1,-3,19
S=C(NCCc1ccc(Cl)cc1)NCc1ccco1,nt,nt,-3,-2,nt,-1,-4
CC(C)C[C@H]1COCc2cn(nn2)CC[C@H](C)C(=O)N1,4,nt,0,16,nt,-3,-3
O=C(CSc1nc2ccccc2c(=O)n1-c1ccccc1Cl)NC1CCS(=O)(=O)C1 (stereo not given),-12,0,1,-3,2,-2,-32
CC(NC(=O)COC(=O)c1ccc(N(C)C)cc1)c1ccccc1 (stereo not given),-3,-5,-9,-9,-1,nt,0
COc1ccc(SCCN2CC[C@@H](C(C)(C)C)CCC2=O)cc1,-3,15,nt,-38,-1,1,-3
C[C@@]12CC(=O)NC1N(C(=O)c1ccccc1)C(c1ccccc1OC(=O)c1ccccc1)C2 (stereo not given in full),-4,-3,nt,nt,-1,nt,nt
C[C@@H]1CN([C@@H](C)CO)C(=O)Cc2cc(NS(=O)(=O)c3ccc(F)cc3)ccc2O[C@@H]1CN(C)S(=O)(=O)c1ccc(F)cc1,nt,6,4,-13,3,-2,-3
COc1cccc(NC(=O)C2(C)CCN2C(=O)CC2CCCC2)c1 (stereo not given),3,2,nt,1,-7,0,-1
COc1ccc(CN2C3CCC2CC(NC(=O)c2cccc(F)c2)C3)cc1 (stereo not given),-20,5,-22,-6,2,-1,-1
Cc1ccc(NCC(=O)NNC2=NCCC2)c(C)c1,-8,-4,-1,-5,1,-3,-1
C=CCNC(=O)COc1cc(C)ccc1C,nt,nt,-1,0,nt,1,1
Cc1[nH][nH]c(=O)c1N=Nc1ccc(S(N)(=O)=O)cc1,-1,-6,4,-7,6,4,0

High-throughput results (PubChem BioAssay)
